Screening results (PubChem BioAssay)
Pf apPOL inh = Pf-apPOL inhibitors, biochemical, fluorescence; inhibition, % at 10 µM; AID 1794808, 2022; Recombinant Pf-apPOL, molecular beacon fluorescence, 1.5 h; 210,000 tested, 0.25% active; Plasmodium falciparum apicoplast DNA polymerase (apPOL)
mHTT CaM bind = mutant huntingtin-calmodulin interaction inhibitors – biochemical, AlphaScreen, primary screen; P42858; AlphaScreen His-mHTT/GST-CaM binding, luminescence; inhibition, % at 15 µM; 190,000 tested, 3.6% active;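 also: 0% = both proteins with DMSO and 100% = one protein alone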
Target sequence (P42858 whole entry, looked up, stated change not applied): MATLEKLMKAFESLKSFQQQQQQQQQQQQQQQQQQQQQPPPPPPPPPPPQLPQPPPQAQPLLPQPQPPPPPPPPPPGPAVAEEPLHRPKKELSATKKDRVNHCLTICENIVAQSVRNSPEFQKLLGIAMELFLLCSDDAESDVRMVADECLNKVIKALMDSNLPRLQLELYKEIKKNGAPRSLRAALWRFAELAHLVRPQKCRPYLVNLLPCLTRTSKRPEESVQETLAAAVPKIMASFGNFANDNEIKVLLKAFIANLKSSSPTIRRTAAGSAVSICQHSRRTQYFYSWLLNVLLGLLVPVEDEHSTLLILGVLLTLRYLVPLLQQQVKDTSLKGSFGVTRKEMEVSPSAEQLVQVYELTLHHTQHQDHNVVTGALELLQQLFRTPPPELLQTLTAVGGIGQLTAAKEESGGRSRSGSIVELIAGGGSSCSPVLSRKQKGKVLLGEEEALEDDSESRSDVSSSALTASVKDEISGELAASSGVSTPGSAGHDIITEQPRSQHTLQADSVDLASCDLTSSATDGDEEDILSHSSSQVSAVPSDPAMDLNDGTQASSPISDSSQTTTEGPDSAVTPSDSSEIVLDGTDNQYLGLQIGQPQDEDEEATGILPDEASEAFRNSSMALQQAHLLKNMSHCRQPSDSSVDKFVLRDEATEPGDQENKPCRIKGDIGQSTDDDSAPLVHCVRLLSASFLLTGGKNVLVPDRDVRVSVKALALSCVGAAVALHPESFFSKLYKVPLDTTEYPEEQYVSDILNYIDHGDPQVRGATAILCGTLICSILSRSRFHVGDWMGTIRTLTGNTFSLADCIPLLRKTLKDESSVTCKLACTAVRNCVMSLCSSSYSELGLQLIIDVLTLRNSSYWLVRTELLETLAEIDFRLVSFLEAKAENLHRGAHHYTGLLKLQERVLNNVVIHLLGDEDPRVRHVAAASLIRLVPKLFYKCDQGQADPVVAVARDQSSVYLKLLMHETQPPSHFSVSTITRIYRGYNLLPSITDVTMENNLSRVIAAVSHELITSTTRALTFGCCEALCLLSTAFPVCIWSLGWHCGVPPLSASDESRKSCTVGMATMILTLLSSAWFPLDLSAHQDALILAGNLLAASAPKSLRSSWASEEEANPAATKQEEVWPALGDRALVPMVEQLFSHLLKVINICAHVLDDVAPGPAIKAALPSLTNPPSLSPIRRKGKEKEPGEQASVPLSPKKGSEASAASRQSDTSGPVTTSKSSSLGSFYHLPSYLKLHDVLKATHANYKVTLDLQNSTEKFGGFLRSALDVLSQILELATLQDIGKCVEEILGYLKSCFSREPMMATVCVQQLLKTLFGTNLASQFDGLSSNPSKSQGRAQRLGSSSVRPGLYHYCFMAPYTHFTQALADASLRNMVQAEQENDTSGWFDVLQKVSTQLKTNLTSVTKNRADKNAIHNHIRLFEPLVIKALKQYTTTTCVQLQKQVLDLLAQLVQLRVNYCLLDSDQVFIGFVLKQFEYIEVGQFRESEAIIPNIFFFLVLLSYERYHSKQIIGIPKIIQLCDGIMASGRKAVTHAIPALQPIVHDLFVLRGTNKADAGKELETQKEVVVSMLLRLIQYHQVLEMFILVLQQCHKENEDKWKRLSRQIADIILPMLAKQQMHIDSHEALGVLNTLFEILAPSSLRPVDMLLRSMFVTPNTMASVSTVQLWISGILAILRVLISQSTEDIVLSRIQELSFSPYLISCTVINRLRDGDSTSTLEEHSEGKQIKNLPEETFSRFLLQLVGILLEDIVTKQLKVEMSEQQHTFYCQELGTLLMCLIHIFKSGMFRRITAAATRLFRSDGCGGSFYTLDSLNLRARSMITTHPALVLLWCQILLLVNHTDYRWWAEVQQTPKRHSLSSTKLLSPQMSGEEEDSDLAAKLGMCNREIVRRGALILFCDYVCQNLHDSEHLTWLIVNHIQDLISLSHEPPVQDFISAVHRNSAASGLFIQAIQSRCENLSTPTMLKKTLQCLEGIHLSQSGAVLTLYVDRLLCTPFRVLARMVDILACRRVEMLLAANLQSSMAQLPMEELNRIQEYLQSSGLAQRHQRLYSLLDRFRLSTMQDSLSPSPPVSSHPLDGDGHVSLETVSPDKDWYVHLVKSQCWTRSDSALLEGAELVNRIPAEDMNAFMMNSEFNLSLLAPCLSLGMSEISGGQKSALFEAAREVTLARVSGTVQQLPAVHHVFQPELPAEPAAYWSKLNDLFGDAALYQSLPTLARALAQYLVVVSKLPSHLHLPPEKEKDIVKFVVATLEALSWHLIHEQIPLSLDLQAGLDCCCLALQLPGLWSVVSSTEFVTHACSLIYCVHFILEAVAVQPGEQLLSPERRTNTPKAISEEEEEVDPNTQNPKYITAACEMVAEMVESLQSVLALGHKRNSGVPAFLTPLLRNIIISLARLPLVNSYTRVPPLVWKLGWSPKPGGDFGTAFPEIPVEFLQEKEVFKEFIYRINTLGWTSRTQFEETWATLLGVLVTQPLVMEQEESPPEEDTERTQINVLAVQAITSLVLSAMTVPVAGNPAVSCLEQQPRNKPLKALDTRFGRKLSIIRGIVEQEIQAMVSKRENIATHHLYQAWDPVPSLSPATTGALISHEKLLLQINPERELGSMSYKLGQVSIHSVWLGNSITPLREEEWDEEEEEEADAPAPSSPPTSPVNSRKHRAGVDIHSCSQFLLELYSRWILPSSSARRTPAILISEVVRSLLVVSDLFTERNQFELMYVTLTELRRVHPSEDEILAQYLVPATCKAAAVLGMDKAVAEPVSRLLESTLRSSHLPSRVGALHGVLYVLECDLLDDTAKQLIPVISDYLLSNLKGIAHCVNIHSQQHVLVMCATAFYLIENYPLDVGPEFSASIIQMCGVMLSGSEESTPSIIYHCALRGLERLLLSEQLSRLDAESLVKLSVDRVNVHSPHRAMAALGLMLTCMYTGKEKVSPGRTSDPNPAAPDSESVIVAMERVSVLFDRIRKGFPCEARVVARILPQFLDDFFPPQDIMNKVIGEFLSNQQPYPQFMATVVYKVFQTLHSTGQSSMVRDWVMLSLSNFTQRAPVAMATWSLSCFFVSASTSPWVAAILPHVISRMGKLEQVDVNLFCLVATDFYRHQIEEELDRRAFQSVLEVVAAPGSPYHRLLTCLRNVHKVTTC
* = called active by the depositor; i = inactive; . = not tested or not shown. Rule as the data show it: active = inhibition above about 50%; inactive = the rest.

no.	SMILES	mHTT CaM bind	Pf apPOL inh
1	O=C(Nc1ccc(Oc2ccccc2)cc1)c1coc(=O)c2ccccc12	2	-5
2	COc1ccccc1NC(=O)C(Cc1ccccc1)N1C(=O)c2ccccc2C1=O (centres undefined)	-3	-2
3	COc1cccc(-c2nc(C3CCN(S(=O)(=O)c4ccc(C#N)cc4)CC3)no2)c1	-9	-1
4	O=C(NCc1ccccn1)C1CCN(c2cc(Oc3ccccc3)ncn2)CC1	-6	-15
5	CCn1c(SC)nnc1-c1nn(C)c2c1CN(C(C)=O)CC2	-11	-4
6	COc1ccc(-c2cc(C(F)(F)F)nc(-n3cc([N+](=O)[O-])nc3C)n2)cc1	1	7
7	Cn1c(=O)c2[nH]c(CNCc3ccccc3Cl)nc2n(C)c1=O	-2	-13
8	C#CC(C)(CC)OCC(O)CN1CC(C)CC(C)C1 (centres undefined)	-2	1
9	O=C(Nc1ncc([N+](=O)[O-])s1)c1ccc2c(c1)C(=O)N(CC1CCCO1)C2=O (centres undefined)	4	3
10	Cn1c(=O)n(C)c2cc(N=Cc3cccc([N+](=O)[O-])c3)ccc21	6	-30
11	Cc1cccc(C2NC(=O)c3c(sc(C)c3C)N2)c1O (centres undefined)	33	0
12	Cc1ccccc1NC(=O)c1ccc(F)c(S(=O)(=O)N(C)C2CCCCC2)c1	-6	-4
13	COc1ccc(Cl)cc1NC(=O)NCC1CCN(C(=O)c2cc3ccccc3o2)CC1	18	-5
14	COc1cc(/C=c2\sc3ncnn3c2=O)ccc1OCCC(C)C	29	-1
15	O=Cc1ccc(Cn2cc([N+](=O)[O-])cn2)o1	-4	.
16	O=C1CCC(=O)N1c1ccc(S(=O)(=O)N2CCCC2)cc1	0	-5
17	COC(=O)c1ccsc1NC(=O)c1ccccc1Cl	-50	0
18	CCC(C(=O)Nc1ccc(F)cc1F)c1ccccc1 (centres undefined)	-10	-5
19	Cn1ncc(N2CCC(C(=O)NCc3cccs3)CC2)cc1=O	-9	-2
20	O=C(CCc1cccc2[nH]ccc12)Nc1ccc(N2CCOCC2)cc1	2	0
21	O=C(Cn1nc(-c2ccc(Cl)cc2)c2ccccc2c1=O)NCc1cccnc1	7	-5
22	Clc1ccc(C2CC(c3cccc(Br)c3)Nc3nnnn32)cc1 (centres undefined)	44	-4
23	O=S1(=O)N=C(N2CCOCC2)c2ccccc21	-10	-2
24	CC1(C)C(C=C(Cl)Cl)C1C(=O)O (centres undefined)	-12	.
25	COc1ccc2c(c1)c(CN1CCC(c3n[nH]c(C)n3)CC1)cn2C	34	-9
26	OCCN1CCN(CC(O)COC23CC4CC(CC(C4)C2)C3)CC1 (centres undefined)	-2	-6
27	N#CCN(CC#N)C(=O)c1ccc(C(=O)N(CC#N)CC#N)cc1	4	1
28	Cc1ccccc1NC(=O)c1cc2n(n1)CCCN(Cc1cccc(F)c1)C2=O	6	-2
29	CSc1cccc(NC(=O)N2CCc3nc(CNC(=O)C4CCC4)n(C)c3C2)c1	12	-3
30	COc1cccc(C2(O)CCSc3ccccc32)c1 (centres undefined)	.	1
31	CCOC(=O)c1cn(C(=O)CCSc2ccc(OC)cc2)nc1N	.	-19
32	O=C(CSc1nc2ccsc2c(=O)n1-c1ccc(F)cc1)NCc1ccco1	3	-6
33	NS(=O)(=O)c1ccc(CNS(=O)(=O)c2ccc([N+](=O)[O-])cc2)cc1	5	6
34	Cc1cc(OC(=O)C2CC2)cc2c1C(=O)C(=Cc1cccnc1)O2	-3	-2
35	Cc1ccc(S(=O)(=O)CC(CN2CCOCC2)N2CCOCC2)cc1 (centres undefined)	-2	-3
36	O=C(Nc1ccc2cn[nH]c2c1)C1COc2ccccc2O1 (centres undefined)	-7	-5
37	COc1ccc(Cl)cc1S(=O)(=O)N1CCc2nc(C)ncc2C1	13	-1
38	Clc1ccccc1C1CC(c2ccc(I)cc2)Nc2ncnn21 (centres undefined)	32	-7
39	CCOC(=O)C(C)Oc1cccc2c(=O)n(CC(=O)Nc3ccc(F)cc3F)ccc12 (centres undefined)	-4	0
40	O=C(C1c2ccccc2CCN1C(=O)C1CC1)N1CCN(c2ccc(F)cc2)CC1 (centres undefined)	55*	-2

Complete entries, quoted from the list. Order of values: mHTT CaM bind | Pf apPOL inh
CCOC(=O)C(C)Oc1cccc2c(=O)n(CC(=O)Nc3ccc(F)cc3F)ccc12 (centres undefined) is listed with -4 | 0
COc1ccc(Cl)cc1NC(=O)NCC1CCN(C(=O)c2cc3ccccc3o2)CC1 is listed with 18 | -5

Additional records follow.
no.	SMILES	mHTT CaM bind	Pf apPOL inh
41	CCc1ccc(OCC(O)CN2CCN(c3ccc(OC)cc3)CC2)cc1 (centres undefined)	36	3
42	CCC(=O)NCc1nc2c(n1CC)CN(C(=O)Cc1cccc(F)c1)CC2	6	-4
43	N#Cc1ccc(C(=O)NC2CCN(c3ccccc3)C2=O)cc1 (centres undefined)	-12	-2
44	COc1cccc(Nc2ncc3c(n2)CCN(Cc2cc(Br)cs2)C3)c1	46	-5
45	Cc1cc(C)c(C)c(OCC(=O)NC(C)c2ccccc2)c1 (centres undefined)	-12	0
46	Cc1nn(-c2ccccc2)c(C)c1C=NN1CCN(Cc2ccccc2)CC1	.	-8
47	Cc1nc(C(=O)NCCc2cccnc2)c(C)n1C1CCN(S(C)(=O)=O)CC1	8	-4
48	O=S(=O)(Cc1ccc(Cl)cc1)N1CCN(Cc2ccc3c(c2)OCO3)CC1	.	-1
49	O=C(Nc1ccc(I)cc1)c1c(F)cccc1F	-12	1
50	Cn1c(=O)c2c(nc(NN=Cc3ccccc3)n2Cc2ccccc2)n(C)c1=O	.	-15
51	COc1cc(Cl)c(C)cc1NC(=O)COc1ccc(C)c(C)c1	-14	-7
52	O=[N+]([O-])c1ccc(N2CCN(S(=O)(=O)Cc3ccccc3)CC2)cc1NCc1cccnc1	18	1
53	Cc1nc(NC(=O)c2ccc([N+](=O)[O-])cc2Cl)sc1C(=O)N(C)C	15	-2
54	CCNc1nc(NC(C)C)nc(OCCNS(=O)(=O)c2cc(C)ccc2C)n1	0	-4
55	COc1ccc(OCCC(=O)NN)cc1	.	1
56	Cc1ccc(N2CCC(NC(=O)C3CCCO3)C2=O)cc1C (centres undefined)	-2	-1
57	Cc1ccccc1CNC(=O)C1CCCN(C(=O)Cc2cccc3ccccc23)C1 (centres undefined)	-4	-5
58	O=c1[nH]c2cc(C(F)(F)F)cc(Br)c2[nH]c1=O	.	2
59	COc1ncc(C(=O)NCc2ccc(C(C)C)cc2)cn1	-2	-2
60	O=C(Nc1ncccn1)c1ccc(Cl)cc1	.	-2
61	Cc1ccc(CNC(=O)Cn2ccc3c(C)nn(C)c3c2=O)cc1	-3	-2
62	O=C(CSCc1c(F)cccc1F)Nc1ccccc1	-7	-4
63	COc1cc(-c2onc3ccc(Br)cc23)cc(OC)c1OC	36	-1
64	O=C(Nc1ccc(C(F)(F)F)cc1)Nc1ccccc1C(=O)O	.	8
65	Cc1cc(=O)[nH]c(SCc2cn3cccnc3n2)n1	-1	-3
66	CCCn1c(C)cc(=O)c2cc(NC(=O)c3cnccn3)ccc21	43	-5
67	CSc1cccc(NC(=NS(=O)(=O)c2ccccc2)SCC(=O)O)c1	.	-17
68	CS(=O)(=O)C1Cc2ccccc2CN1C(=O)Nc1ccc(Oc2ccccc2)cc1 (centres undefined)	-6	-1
69	CCCn1cc(C(=O)Nc2ccc(NC(C)=O)cc2)c2cccnc21	-2	-2
70	COc1ccc(CN2CCCN(Cc3ccc(OC)cc3)C2c2csc3ccccc23)cc1	.	-22
71	O=C(CC1c2ncccc2C(=O)N1c1ccccc1)N1CCN(C2CCCCC2)CC1 (centres undefined)	-4	-2
72	COc1ccc(-c2c(C)oc3c(CN4CCOCC4)c(O)ccc3c2=O)cc1OC	-1	-4
73	CC(=O)c1cccc(NC(=O)CSc2ccc(-c3ccc(Br)cc3)nn2)c1	0	-2
74	COc1ccc2c(c1)c(=O)oc1cc3oc(C)c(-c4ccccc4)c3cc12	-6	13
75	Cc1ccc(-c2nccc(C3CCCN(C(=O)c4ccc(F)cc4)C3)n2)cc1 (centres undefined)	-6	-1
76	CCC(=O)Nc1ccc(NC(=O)c2cccc([N+](=O)[O-])c2)cc1	-1	2
77	COc1ccc(-c2cc(C(=O)N3CCCC3c3cc(C(C)C)on3)on2)cc1 (centres undefined)	0	8
78	CC(C)C1C(=O)N(Cc2cn(CCC3OCCO3)nn2)CCS(=O)(=O)N1Cc1ccc(-c2ccccc2)cc1 (centres undefined)	44	-15
79	COc1cccc(CNC(=O)C2CCN(c3cc(N4CCSCC4)ncn3)CC2)c1	-1	-3
80	Cc1ccc(N2CCN(CC(=O)NCc3nc(-c4ccccc4)no3)C2=O)cc1	-11	-14

Seven records picked at random from the list so far:
no.	SMILES	mHTT CaM bind	Pf apPOL inh
69	CCCn1cc(C(=O)Nc2ccc(NC(C)=O)cc2)c2cccnc21	-2	-2
80	Cc1ccc(N2CCN(CC(=O)NCc3nc(-c4ccccc4)no3)C2=O)cc1	-11	-14
79	COc1cccc(CNC(=O)C2CCN(c3cc(N4CCSCC4)ncn3)CC2)c1	-1	-3
75	Cc1ccc(-c2nccc(C3CCCN(C(=O)c4ccc(F)cc4)C3)n2)cc1 (centres undefined)	-6	-1
76	CCC(=O)Nc1ccc(NC(=O)c2cccc([N+](=O)[O-])c2)cc1	-1	2
72	COc1ccc(-c2c(C)oc3c(CN4CCOCC4)c(O)ccc3c2=O)cc1OC	-1	-4
65	Cc1cc(=O)[nH]c(SCc2cn3cccnc3n2)n1	-1	-3

The listing continues.
no.	SMILES	mHTT CaM bind	Pf apPOL inh
81	Cc1ccc(-c2nc(S(=O)(=O)c3ccc(Br)cc3)c(SCC(N)=O)o2)cc1	0	-2
82	COc1ccc(C(C)NC(=O)c2cc3c(s2)CCN(C(=O)c2ccc(C)cc2)C3)cc1 (centres undefined)	9	-6
83	O=C1Nc2cc(Cl)c(Cl)cc2N(O)N1c1cccc(Cl)c1	-4	-12
84	Cc1cccc(OCC(=O)N2CCC(c3nc(C4CC4)n[nH]3)CC2)c1	4	0
85	CCCCCCNc1nc(CC)c2c(c1C#N)CC(C)(C)OC2	-11	-2
86	CCCC12CN3CC(C)(CN(C1)C3c1cccc(C)c1)C2=O (centres undefined)	0	1
87	CCn1c(SCC#N)nc2ccccc2c1=O	7	5
88	Cc1noc(COC2CCN(S(=O)(=O)c3cccs3)CC2)n1	-2	-3
89	CSC1=NC2(CC(c3ccccc3)Oc3cc(O)ccc32)CC(C)(C)N1 (centres undefined)	2	-3
90	Nc1c(C(=O)Nc2ccccc2Br)sc2nc3c(cc12)CCCC3	-4	-2
91	COc1cc(C2CC(c3ccc(Cl)cc3)Nc3ncnn32)cc(OC)c1OC (centres undefined)	30	-8
92	O=C(Nc1cccc([N+](=O)[O-])c1)C12CC3CC(CC(Br)(C3)C1)C2	21	-4
93	O=c1cncc(-c2ccc([N+](=O)[O-])cc2)n1-c1ccccc1	16	4
94	CC(=O)Nc1cc(C(=O)NCc2ccccc2Br)c2ccc(C)nc2c1	55*	33
95	O=c1c2ccccc2cnn1Cc1cccc(Br)c1	-29	-5
96	O=C(CSCc1ccc(F)cc1)N1CCC(c2ccncc2)CC1	4	-2
97	COc1ccc(C(=O)N2CCCc3ccccc32)cc1I	-13	4
98	C(=N/n1cnnc1)/c1c[nH]c2ccccc12	i	.
99	Cc1ccc(C(=O)C=CNc2cccc(Cl)c2C)cc1	13	2
100	O=C(Nc1ccccc1Cl)C1CCCN(C(=O)c2ccccc2F)C1 (centres undefined)	31	-12
101	COCC(=O)Nc1cc2oc3ccccc3c2cc1OC	0	-8
102	O=[N+]([O-])c1ccc(O)c(CN2CCCC(O)C2)c1 (centres undefined)	-8	-4
103	CCN(CC1CC(c2ccc(Cl)c(Cl)c2)=NO1)C(=O)NC(C)C (centres undefined)	2	-10
104	COc1ccc2c(c1)CC(CNC(=O)c1ccc(F)cc1F)O2 (centres undefined)	-2	-2
105	O=S(=O)(NC(c1ccccc1)c1ccccc1)c1ccc(F)cc1	-6	-1
106	O=C(Nc1c2c(nn1-c1cccc(Cl)c1)CS(=O)(=O)C2)c1ccc(Br)cc1	-3	-4
107	Cc1nnc(Sc2c(-c3ccccc3)c3ccccc3[nH]c2=O)s1	3	6
108	Cc1nc(NCCNC(=O)c2ccc(F)cc2Cl)cc(-n2ccnc2C)n1	-5	-3
109	CN(C)C(=O)c1cccnc1N1CCSCC1	2	-8
110	Cc1ccc2nc(Nc3nc(C)c(C)c(=O)[nH]3)nc(C)c2c1	2	-10
111	O=C(NCc1cccnc1-c1ccccc1)c1ccc(Br)o1	-1	-6
112	O=C(COc1ccccc1)N1CCC(c2ccn3ncc(C(=O)N4CCOCC4)c3c2)CC1	5	-1
113	CC(=O)Nc1cccc(C2=CC(c3ccco3)n3ncnc3N2)c1 (centres undefined)	12	14
114	COc1ccc(NC(=O)C2CCN(c3c(C#N)cnc4ccc(C)cc34)CC2)c(C)c1	-6	4
115	CCCC1=NN2C(=O)CC(=O)N=C2S1	2	15
116	OCC1(CO)CN(C2CCCC2)C1	-5	0
117	O=C(Cc1cccnc1)N1CCCCC1c1nc(C2CC2)no1 (centres undefined)	-10	-1
118	O=C(c1ccsc1)N1CCc2nc3cc(-c4ccccc4Cl)[nH]n3c(=O)c2C1	-1	1
119	COCC1CCN(C(=O)C2CCCN(c3cnn(Cc4ccccc4)c(=O)c3)C2)CC1 (centres undefined)	2	-4
120	CC1(C(=O)NCc2ccccc2)CCCN(C(=O)Nc2ccc(Cl)cc2)C1 (centres undefined)	-6	8
121	c1nc(NC2CCCCCCCCCCC2)c2[nH]cnc2n1	3	3
122	COc1ccccc1-n1nnc(C(=O)Nc2ccccc2F)c1N	-1	-5
123	O=C(CCc1ccccc1)Nc1ccccc1I	-8	-3
124	CCOc1cc(C(=O)Nc2ccc(OC)c(OC)c2)cc(OCC)c1OCC	8	1
125	CC(NC(=O)c1cn2c(n1)CCCC2)c1ccccn1 (centres undefined)	4	-10
